TrxR1 substrate: rat thioredoxin reductase 1 substrate activity. O89049. purified TrxR1 substrate turnover, NADPH consumption readout. Potency, µM (top dose mostly 114 µM), inactives show at the top dose activity change, negative = substrate turnover. 390,000 compounds, 0.01% hits; note: potency is the fitted concentration of half-maximal effect; % is set by controls: 0 for no effect and ±100 for the full control effect; nearly all actives have a fitted effect of over 50% in size
Target sequence (O89049 whole entry, looked up): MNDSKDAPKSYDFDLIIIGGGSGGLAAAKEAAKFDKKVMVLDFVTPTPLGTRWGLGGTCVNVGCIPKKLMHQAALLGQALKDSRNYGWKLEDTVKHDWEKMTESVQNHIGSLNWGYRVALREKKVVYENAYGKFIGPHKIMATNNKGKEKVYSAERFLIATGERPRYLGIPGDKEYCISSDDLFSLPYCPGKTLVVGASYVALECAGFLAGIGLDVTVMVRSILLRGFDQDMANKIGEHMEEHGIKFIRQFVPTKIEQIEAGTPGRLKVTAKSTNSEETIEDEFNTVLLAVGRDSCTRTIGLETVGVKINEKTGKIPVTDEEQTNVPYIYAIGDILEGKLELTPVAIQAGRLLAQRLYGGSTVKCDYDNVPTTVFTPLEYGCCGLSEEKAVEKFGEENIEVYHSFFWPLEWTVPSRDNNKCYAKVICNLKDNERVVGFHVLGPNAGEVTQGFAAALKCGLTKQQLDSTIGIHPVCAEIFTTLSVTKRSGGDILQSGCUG
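Rat TrxR1, dispensed at 90 nM, was prereduced with 400 uM NADPH (final) for 5 min at ~22 deg C, then incubated with compound 15 min before 400 uM selenite. A first-read NADPH fluorescence drop versus no-compound background flagged substrates.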
Vif-A3F inh: blocks the Vif interaction with APOBEC3F | HeLa A3F-eYFP + Vif (tagged APOBEC3F with the HIV-1 protein that degrades it), YFP fluorescence increase | Potency, µM (titrated, usually from 46.1 µM), for the others: at the top dose activity, negative = active | 390,000 compounds, 0.2% hits | AID 602313; note: potency is the fitted concentration of half-maximal effect; % of control where 0% means no effect; nearly all actives have a fitted effect of over 65% in size
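HeLa cells stably expressing A3F-eYFP plus Vif, plated and incubated overnight at 37 deg C, then exposed to compounds overnight at 37 deg C. Blocked degradation read as raised yellow fluorescence (Ex 488/Em 500-530).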
rTrxR1 inhibitor: inhibitors of rat thioredoxin reductase 1. O89049. recombinant rTrxR1, NADPH fluorescence consumption, selenite substrate. Potency, µM (highest dose often 114 µM), inactives show at the highest dose activity change, negative = inhibition, hits mostly inhibitors. 390,000 compounds, 1% hits. AID 588453; note: potency is the fitted concentration of half-maximal effect; % is set by controls: 0 for no effect and ±100 for the full control effect; nearly all actives have a fitted effect of over 65% in size
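Rat TrxR1 (90 nM in the dispensed reagent) was pre-reduced with 400 uM NADPH for 5 min at room temperature, then incubated with compound for 15 min. After 400 uM selenite was added, NADPH fluorescence (Ex 340/Em 450 nm) was followed for 8 min.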
USP1 inh: blocks the human USP1/UAF1 deubiquitinase complex. 390,000 compounds, 0.23% hits. O94782. Potency, µM (top dose mostly 57.1 µM), for inactives: top-dose activity change, negative = inhibition, usual class: inhibitors. recombinant USP1/UAF1, Ub-Rhodamine cleavage fluorescence; note: potency is the fitted concentration of half-maximal effect; % is set by controls: 0 for no effect and ±100 for the full control effect; nearly all actives have a fitted effect of over 60% in size; inactives centre near -12
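Step one: compound is pinned into 1nM USP1/UAF1 in HEPES pH 7.8 buffer with TCEP. Step two: 15 min room-temperature incubation. Step three: Ub-Rho (150nM final) starts cleavage, tracked by fluorescence over six one-minute reads.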
LDHA block: LDHA (human) enzyme inhibition; purified LDHA, NADH/diaphorase-resazurin fluorescence; stronger effect = lower value; AID 1347041; 480,000 compounds, 0.15% hits; activity change, % (values are at about 110 or 230 µM); P00338; in the data active = activity change below about -30%; inconclusive = mostly about -25% to -30%;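 note: plate controls were DMSO wells for no effect and wells without enzyme for full effect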
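Human LDH5 at 2 nM final in Tris HCl pH 7.4 with 0.06 mM NADH and 0.2 mM pyruvate, reacted 5 minutes at room temperature. Remaining NADH coupled via diaphorase/resazurin; resorufin fluorescence read at 0 and 20 minutes, normalized to enzyme-free and DMSO wells.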
IDH1 R132H inh: human IDH1 R132H inhibition. AID 602179. Potency, µM (top dose mostly 76.6 µM), without a hit: top-dose activity change, negative = inhibition, usual class: inhibitors. 390,000 compounds, 0.093% hits. O75874. IDH1-R132H enzyme, NADPH consumption, diaphorase/resazurin fluorescence; note: potency is the fitted concentration of half-maximal effect; % is set by controls: 0 for no effect and ±100 for the full control effect; nearly all actives have a fitted effect of over 65% in size
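IDH1-R132H (0.5 ug/mL) preincubated 30 min with compound, then NADPH (0.016 mM) and alpha-KG (2 mM) added; 80 min at RT, pH 7.5. Remaining NADPH coupled via diaphorase/resazurin to fluorescence (540/590 nm); concentration-response curves normalized to no-enzyme control.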
Glioma ERSR ind: inducers of ER stress response in human glioma cells; Potency, µM, without a hit: at the top dose activation, hits mostly activators; U87-MG GRP78 promoter luciferase reporter, 16 h; 420,000 compounds, 0.02% hits; note: potency is the fitted concentration of half-maximal effect; series mostly up to about 76 µM; % of control where 0% means no effect; nearly all actives have a fitted effect of over 35% in size
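ERSR induction read as luciferase luminescence (Bright-Glo, 10 min at room temperature) in stably transfected human U87-MG glioma cells exposed to compounds for 16 h, using GRP78 as sensor.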
RGS4 inhibitor: human RGS4 inhibition | 390,000 compounds, 0.039% hits | AID 504845 | Potency, µM (highest dose often 114 µM), for inactives: at the top dose activity change, negative = inhibition, actives largely listed as inhibitors | Transcreener GDP fluorescence polarization, RGS4-accelerated GTP hydrolysis; note: potency is the fitted concentration of half-maximal effect; % is set by controls: 0 for no effect and ±100 for the full control effect; nearly all actives have a fitted effect of over 75% in size; some results filed as inactive show a strong effect at the top dose
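MLSMR compounds (23 nl, pin-transferred) preincubated 10 min at room temperature with a 500nM (2x) first reagent, then RGS4 at 900nM (2x) plus Transcreener GDP mix added; fluorescence polarization (620/688 nm) read before and after 90 min at 30 °C.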
Vif-A3G inh: inhibitors of Vif-APOBEC3G interaction; 410,000 compounds, 0.076% hits; Q9HC16; HeLa A3G-eYFP + Vif (tagged APOBEC3G with the HIV-1 protein that degrades it), YFP fluorescence, overnight; Potency, µM (top dose mostly 46.1 µM), for the others: at the highest dose activity, negative = active, usual class: inhibitors;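 note: potency is the fitted concentration of half-maximal effect; % is set by controls: 0 for no effect and ±100 for the full control effect; nearly all actives have a fitted effect of over 60% in size; hits raise eYFP signal because A3G escapes Vif-driven loss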
Target sequence (Q9HC16 whole entry, looked up): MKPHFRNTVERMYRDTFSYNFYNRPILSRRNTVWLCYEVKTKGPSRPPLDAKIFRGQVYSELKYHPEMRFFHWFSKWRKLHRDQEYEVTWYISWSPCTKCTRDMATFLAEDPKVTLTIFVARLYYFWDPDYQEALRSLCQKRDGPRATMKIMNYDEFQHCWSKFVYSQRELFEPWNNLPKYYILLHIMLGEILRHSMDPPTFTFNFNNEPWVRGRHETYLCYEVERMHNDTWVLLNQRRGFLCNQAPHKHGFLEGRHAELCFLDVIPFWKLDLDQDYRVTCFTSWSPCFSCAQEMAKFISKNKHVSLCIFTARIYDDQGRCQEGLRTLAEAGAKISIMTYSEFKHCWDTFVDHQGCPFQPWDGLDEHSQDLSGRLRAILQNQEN
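Read-out is eYFP fluorescence (Ex 488/Em 500-530) from Vif-expressing HeLa A3G-eYFP cells; more signal means A3G escaped Vif-mediated degradation. Cells plated overnight, compound pinned in, incubated overnight at 37 deg C.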
* marks the source's active call; other numbers are inactive results; u = inconclusive; x = no result given; & = joins results of further samples; [ ] = another dose, or the depositor's remark. Unless noted, calls come from the whole dose curve; as a rule, active = well fitted curve in the direction sought with a large enough effect; inconclusive = small, poorly fitted or top-dose-only effect, or another doubt; inactive = no such curve, though single readings can be large; an effect the other way counts as inactive or inconclusive. Some of the compounds tested, so the mix of outcomes need not match the whole.

Assay codes: A = TrxR1 substrate; B = Vif-A3F inh; C = rTrxR1 inhibitor; D = USP1 inh; E = LDHA block; F = IDH1 R132H inh; G = Glioma ERSR ind; H = RGS4 inhibitor; I = Vif-A3G inh
> Cc1cc(C)c(NC(=O)Cn2nnc(C(=O)NCc3ccc4c(c3)OCO4)c2N)c(C)c1
  A: -16.4%; B: -2.9%; C: -14.1%; D: -19.1%; E: -15.7; F: -19.9%; G: -7.9%; H: -31.5%[56.9 µM]; I: 2.2%
> COc1ccc2nc(N3CCN(C(=O)c4ccc([N+](=O)[O-])o4)CC3)sc2c1
  A: -4.4%[57.1 µM]; B: u; C: u; D: -13.8%; E: 1.9; F: -2.5%; G: 11.0%; H: -1.0%; I: -13.0%
> Cc1onc(-c2ccccc2)c1C(=O)Nc1cccc(OC(C)C)c1
  A: -4.8%[57.1 µM]; B: 0.0%; C: -3.9%[57.1 µM]; D: -21.3%; E: 1.3; F: 3.4%; G: 2.8%; H: 17.9%; I: 1.0%
> N#Cc1ccccc1
  A: 2.4%; B: 6.2%; C: 20.4%; D: -2.6%; E: 6.6; F: 16.9%; G: -2.7%; H: 33.0%; I: 1.2%
> Cc1cccc(C2=NN(c3ccccc3)[C@@H](C(=O)N3CCOC3=O)[C@@H]2c2ccccc2)c1
  A: 17.6%; B: -8.5%; C: 19.3%; D: u; E: 0.4; F: -3.1%; G: -3.1%&-4.2%; H: -10.0%; I: -1.9%
> Cc1ccc(NC(=O)CN(C)C(=O)CSc2nccn2C)cc1
  A: -12.2%; B: 9.8%; C: -4.8%; D: 7.8%; E: -6.3; F: -5.5%; G: -3.2%; H: -6.8%; I: -8.5%
> Cc1noc(C)c1CSCC(=O)Nc1nc2c(F)cc(F)cc2s1
  A: -5.3%; B: -11.3%; C: -1.3%; D: 3.9%; E: -3.4; F: 4.1%; G: 1.6%; H: u; I: -2.3%
> O=C(Nc1nc2c(F)cc(F)cc2s1)c1ccc([N+](=O)[O-])o1
  A: -11.2%; B: -13.2%; C: 1.3%[57.1 µM]; D: -19.6%; E: -9.5; F: 1.5%; G: u; H: -11.6%; I: u
> CC(=O)Nc1ccc(C(=O)N2CC(=O)NC(=O)C2)cc1
  A: -0.1%[57.1 µM]; B: -15.0%; C: 13.4%[57.1 µM]; D: 2.4%; E: -10.2; F: 11.2%; G: 1.0%; H: -3.4%; I: 3.5%
> CN(C(=O)NC1CCCCC1)[C@H]1C[C@H]2c3[nH]c4ccccc4c3CCN2C(=O)[C@H]1CO
  A: x; B: -14.5%; C: x; D: -23.4%; E: u; F: -13.5%; G: -1.4%; H: x; I: -11.2%

Next entries.
SMILES,TrxR1 substrate,Vif-A3F inh,rTrxR1 inhibitor,USP1 inh,LDHA block,IDH1 R132H inh,Glioma ERSR ind,RGS4 inhibitor,Vif-A3G inh
CCC(C)(NC(=O)c1ccccc1)C(=O)O (stereo not given),0.1%,2.2%,-0.2%,-5.6%,-3.0,4.6%,-2.0%,0.4%,-0.1%
C=CCN(C(=O)Nc1ccccc1)C1CC(=O)N(c2ccc(OC)cc2)C1=O (stereo not given),6.2%[57.1 µM],-11.1%,18.6%,5.3%,3.6,-0.9%,-4.4%,9.4%,1.5%
O=C(COC(=O)C1CCN(c2ccc(C(F)(F)F)cn2)CC1)Nc1ccc(F)cc1[N+](=O)[O-],-6.6%,4.9%,11.8%,-6.6%,-2.1,0.9%,-1.6%,8.1%,1.4%
COC(=O)c1ccc(C2C(C(=O)c3cc4ccccc4o3)=C(O)C(=O)N2c2cc(C)on2)cc1 (stereo not given),-14.2%,-30.6%,-11.6%,-4.0%,-3.3,29.1%,-4.5%,-14.1%,2.0%
COC(=O)C1=C(C)NC2=C(C(=O)CC(c3cccs3)C2)C1c1ccsc1 (stereo not given),13.0%,4.9%,2.5%,-17.7%,0.7,0.4%,-8.4%,67.1%[activator],u
COC(=O)c1cc(OC)c(OC)cc1NC(=O)c1cc(C(C)(C)C)oc1C,7.1%,-4.1%,12.5%,-12.8%,4.1,5.6%,-3.2%,-18.2%,-4.4%
CCOc1ccccc1NC(=O)COC(=O)CC(C)(C)CC1=NS(=O)(=O)c2ccccc2N1,-10.6%,2.3%&-0.1%,-3.0%,-12.6%&-27.3%,-2.1&-4.4,-2.2%&9.8%,-0.1%&-2.7%,12.1%[11.4 µM],u
CCOc1ncnc2c1[nH]c1ccccc12,83.4%,-6.7%,6.0%[57.1 µM],-0.7%,-3.7,5.3%,6.3%,-5.5%,0.2%
Cc1csc(NS(=O)(=O)c2cccc([N+](=O)[O-])c2)n1,11.1%,-5.2%,22.2%[57.1 µM],-17.2%,-12.3,12.8%,3.0%,31.6%,-2.8%
O=c1oc2ccccc2cc1-c1ccccc1,36.9%[activator],-4.7%,41.1%,-8.7%,-10.1,-4.6%,5.2%,5.0%,-0.5%
COc1ccc2cc(CNc3ccc(OC)c(OC)c3)c(=O)n(CC(=O)Nc3ccc(C)cc3)c2c1,-3.5%,-3.7%,1.4%,-33.1%,14.5,-7.7%,-2.7%,-17.8%,-1.9%

Taken from above for reference:
SMILES,TrxR1 substrate,Vif-A3F inh,rTrxR1 inhibitor,USP1 inh,LDHA block,IDH1 R132H inh,Glioma ERSR ind,RGS4 inhibitor,Vif-A3G inh
CN(C(=O)NC1CCCCC1)[C@H]1C[C@H]2c3[nH]c4ccccc4c3CCN2C(=O)[C@H]1CO,x,-14.5%,x,-23.4%,u,-13.5%,-1.4%,x,-11.2%
CCC(C)(NC(=O)c1ccccc1)C(=O)O (stereo not given),0.1%,2.2%,-0.2%,-5.6%,-3.0,4.6%,-2.0%,0.4%,-0.1%
C=CCN(C(=O)Nc1ccccc1)C1CC(=O)N(c2ccc(OC)cc2)C1=O (stereo not given),6.2%[57.1 µM],-11.1%,18.6%,5.3%,3.6,-0.9%,-4.4%,9.4%,1.5%
O=C(COC(=O)C1CCN(c2ccc(C(F)(F)F)cn2)CC1)Nc1ccc(F)cc1[N+](=O)[O-],-6.6%,4.9%,11.8%,-6.6%,-2.1,0.9%,-1.6%,8.1%,1.4%
COC(=O)c1ccc(C2C(C(=O)c3cc4ccccc4o3)=C(O)C(=O)N2c2cc(C)on2)cc1 (stereo not given),-14.2%,-30.6%,-11.6%,-4.0%,-3.3,29.1%,-4.5%,-14.1%,2.0%
COC(=O)C1=C(C)NC2=C(C(=O)CC(c3cccs3)C2)C1c1ccsc1 (stereo not given),13.0%,4.9%,2.5%,-17.7%,0.7,0.4%,-8.4%,67.1%[activator],u
COC(=O)c1cc(OC)c(OC)cc1NC(=O)c1cc(C(C)(C)C)oc1C,7.1%,-4.1%,12.5%,-12.8%,4.1,5.6%,-3.2%,-18.2%,-4.4%
CCOc1ccccc1NC(=O)COC(=O)CC(C)(C)CC1=NS(=O)(=O)c2ccccc2N1,-10.6%,2.3%&-0.1%,-3.0%,-12.6%&-27.3%,-2.1&-4.4,-2.2%&9.8%,-0.1%&-2.7%,12.1%[11.4 µM],u
CCOc1ncnc2c1[nH]c1ccccc12,83.4%,-6.7%,6.0%[57.1 µM],-0.7%,-3.7,5.3%,6.3%,-5.5%,0.2%
